Compound activity deposited in PubChem BioAssay by Sanford-Burnham Center for Chemical Genomics.
H9c2 TAG inh: inhibitors of triacylglycerol accumulation, primary screen, cell-based, uHTS, fluorescence, H9c2; AID 651582, 2012; inhibition, % at 12.5 µM; H9c2 cells, Nile Red lipid (TAG) fluorescence; cells loaded with 200 µM oleic acid; hit rate 0.66% among 230,000;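 active = pattern-corrected inhibition of lipid staining of at least 50% with the nuclear-stain viability signal not falling by more than 50%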;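 also: 0% = DMSO wells and 100% = triacsin C control wells; some results filed as inactive read as strong as hits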
H9c2 TAG inh DAPI viability: further read-out of H9c2 TAG inh, marked with its call; DAPI nuclei signal change (viability), lower = more cytotoxic, %;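 whole-well DAPI fluorescence read on a plate reader as a viability signal; minus 50 percent equals half of cells still viable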
Active calls of the source: *; & = joins results of further samples. This is a subset; the hit share may differ from the screen's.

SMILES	H9c2 TAG inh	H9c2 TAG inh DAPI viability
Cc1noc2ncnc(N3CCCC3)c12	4	-5
CCOC(=O)c1ccc(NC(=O)NNS(=O)(=O)c2cc(OC)ccc2OC)cc1	-13	7
O=c1cc(CN2CCN(S(=O)(=O)c3ccccc3)CC2)nc2sccn12	3	7
CCOc1ccccc1Nc1nc(N)nc(Cl)c1CC	2	2
O=C(Nc1ccc2c(c1)OCO2)c1ccccn1	-7	7
COc1ccc(-n2cnc3c(sc4nc(N5CCOCC5)c5c(c43)CCCC5)c2=O)cc1	9	-3
CCC(=O)c1ccc(OCC(=O)Nc2ccccc2N2CCOCC2)cc1	-13	-5
CC1(C)Cc2ccccc2C(NNC(=O)c2ccccn2)=N1	15	-8
CC(=NNC(=O)Cn1ccc(C(F)(F)F)n1)c1ccc(-n2ccnc2)cc1	-48	0
CCCCOC(=O)c1ccc(NC(C)=O)cc1	11	4

Compound profiles, as listed above. Order of values: H9c2 TAG inh, H9c2 TAG inh DAPI viability
Listed for `O=c1cc(CN2CCN(S(=O)(=O)c3ccccc3)CC2)nc2sccn12` : 3, 7
Listed for `Cc1noc2ncnc(N3CCCC3)c12` : 4, -5
Listed for `CCOC(=O)c1ccc(NC(=O)NNS(=O)(=O)c2cc(OC)ccc2OC)cc1` : -13, 7
Listed for `COc1ccc(-n2cnc3c(sc4nc(N5CCOCC5)c5c(c43)CCCC5)c2=O)cc1` : 9, -3

(further entries)
SMILES	H9c2 TAG inh	H9c2 TAG inh DAPI viability
NS(=O)(=O)c1ccc(CNC(=O)c2scc3c2CCCC3)cc1	-4	-7
COc1ccc(CSCCNC(=S)Nc2ccccc2)cc1Cl	-3	2
O=C(Nc1cccc(N2C(=O)C3C4C=CC(C4)C3C2=O)c1)c1cccs1 (configuration not stated)	5	-1
Cc1csc(SCC(=O)c2c(N)n(C)c(=O)n(C)c2=O)n1	-8	-2
O=C(O)C1CC1C(=O)N1CCN(c2ccc(Cl)c(Cl)c2)CC1 (configuration not stated)	-5	3
C#CCOCCOCCOCCNc1nc(N2CCN(C(=O)[C@H]([C@@H](C)CC)n3cc([C@@H](N)CO)nn3)CC2)nc(N2CCN(C(=O)[C@H](CCCCN)n3cc([C@@H](N)C(C)CC)nn3)CC2)n1 (some centres not stated)	-8	16
CCN(CC)CCN(C(=O)CN1C(=O)c2ccccc2C1=O)c1nc2cc3c(cc2s1)OCO3	13	-10
Cc1cc(C(=O)N/N=C/c2ccc(OC(=O)c3ccccc3Br)cc2)n[nH]1	3	-1
COc1ccc(CC(=O)n2[nH]c(=O)ccc2=O)cc1OC	-13	-1
COC(=O)c1ccc(COC(=O)CCC(=O)c2cccs2)cc1	6	-19

Copied from the results shown (2 entries):
SMILES	H9c2 TAG inh	H9c2 TAG inh DAPI viability
Cc1noc2ncnc(N3CCCC3)c12	4	-5
CCOC(=O)c1ccc(NC(=O)NNS(=O)(=O)c2cc(OC)ccc2OC)cc1	-13	7

Next structures:
SMILES	H9c2 TAG inh	H9c2 TAG inh DAPI viability
S=c1[nH]nc(-c2ccccc2Br)n1Cc1ccccc1	5	7
O=C(NCc1ccc(Cl)cc1)C1CCN(C(=O)Cc2ccccc2)CC1	3	-4
O=C(CC1N=C(Cc2ccccc2)NNC1=O)N/N=C/c1ccc([N+](=O)[O-])cc1 (configuration not stated)	-1	1
COc1ccc(CN2CCC2(C)C(=O)NCCc2c[nH]c3ccccc23)c2ccccc12 (configuration not stated)	-10	8
CCN(c1ccccc1)S(=O)(=O)c1cccc(C(=O)NCc2ccccc2CN2CCOCC2)c1	-5	-1
CC(C)CC(=O)c1c[nH]c(C(=O)O)c1	12	-13
COc1ccc(CN2CCC(=O)N([C@H](CO)Cc3ccccc3)CC2)cc1	-4	-6
CN(C)c1cc[n+](CC(=O)c2ccc(-c3ccccc3)cc2)cc1	-8	5
O=C(O)c1ccccc1NN=Cc1ccccc1	1	3
CN1CCN(c2c(F)cc3c(=O)c(C(=O)O)cn4c3c2OCN4C)CC1	2	6
CCCC(=O)OCC1CN(Cc2ccco2)S(=O)(=O)c2c(F)cccc2O1 (configuration not stated)	0	-7
O=C(NNS(=O)(=O)c1ccc(Cl)cc1)c1sccc1-n1cccc1	-10	-2
CCCC(=O)Nc1nnc(-c2ccccc2)o1	10	8
O=[N+]([O-])c1cc(S(=O)(=O)Nc2ccccc2)ccc1Nc1ccccc1	-29	-6
Cc1ccc(-c2nc(C#N)c(N3CCCCC3)o2)cc1	-4	12
Cc1cccnc1C(NC(=O)C1CCN(CCCc2ccccc2)CC1)c1ccc(Cl)cc1 (configuration not stated)	-6	23
CC(C)CNS(=O)(=O)c1ccc(CCC(=O)N2CCN(Cc3ccc4c(c3)OCO4)CC2)cc1	-2	-1
CC1CN(C(=O)CSc2nc(N)cc(N)n2)CC(C)O1 (configuration not stated)	-7	-4
Cc1ccc(C2NC(=NCc3ccccc3)Nc3nc(C)cc(=O)n32)cc1 (configuration not stated)	9	4
CCN(CC(=O)Nc1ccc(OC)cc1)C(=O)c1ccc(Cl)c(S(=O)(=O)N2CCCC2)c1	1	-5
Clc1ccc(-n2nnnc2-c2cnc(-c3ccccn3)nc2-c2cccs2)cc1	-2	12
CC1CCN(C(=O)c2[nH]cnc2C(=O)Nc2ccccc2F)CC1	-22	5
Cc1ccc(S(=O)(=O)NNC(=O)C2COc3ccccc3O2)cc1C (configuration not stated)	-7	2
CC(C)(CNC(=O)C1CCCC1)CNC(=O)C1CCCC1	16	-5
Cc1cc([N+](=O)[O-])nn1CC(=O)Nc1cccc2nonc12	-18	10
COc1ccc(Cl)cc1N(CC(=O)N1CCN(Cc2ccccc2)CC1)S(C)(=O)=O	9	1
Cc1ccc(C(=O)CCC(=O)OCC(=O)Nc2c(C)nn(-c3ccccc3)c2C)cc1	0	-1
CC(C)(C)NC(=O)/C(=C\C=C\c1ccccc1)NC(=O)c1ccc([N+](=O)[O-])cc1	10	0
CCOn1c(=O)c(-c2ccc(Cl)cc2)[n+]([O-])c2ccccc21	5	13
C#CCOCCOCCOCCNc1nc(N2CCN(C(=O)Cn3cc(CCO)nn3)CC2)nc(N2CCN(C(=O)Cn3cc(CCO)nn3)CC2)n1	5	-3
Cc1cccc(CSCc2nnc(N)s2)c1	-20	-8
CCN(CC)S(=O)(=O)c1cc(C)c(C)cc1Br	1	-1
CCO/N=C/C1=C(O)C(C(=O)OC)C(C)(C)CC1=O (configuration not stated)	11	-5
CC(OC(=O)CCN=C1NS(=O)(=O)c2ccccc21)C(=O)Nc1ccc(S(N)(=O)=O)cc1 (configuration not stated)	18	-3
COc1ccc(Br)c(/C=N/NC(=O)COc2ccc(-c3ccccc3)cc2)c1	-1	-2
O=C(CC1OC(=O)c2ccccc21)Nc1cc(Cl)ccc1N1CCCC1 (configuration not stated)	-6	10
COc1cc2ccnc(C=NO)c2cc1OC	0	-7
CCCc1ccc2oc(C(=O)N3CCNC(=O)C3CC(=O)OC)c(C)c2c1 (configuration not stated)	-10	-5
CNCCCC12CCC(c3ccccc31)c1ccccc12	31&6	-9&-5
COC(=O)c1cc2c(ccn2-c2ccc(F)cc2)n1CC(=O)N1CCN(C(=O)c2ccco2)CC1	23	-4
CC(=O)N1CCN(c2ccc(NC(=O)/C=C/c3ccccc3)cc2)CC1	-5	-2
Cn1nc(C(=O)NCC(=O)Nc2ccc(F)c(F)c2F)c2ccccc2c1=O	-3	4
COC(=O)CNC(=O)C(C)(C)Oc1ccc(Cl)cc1	-16	3
CC(C)C(=O)Nc1cccc(NC(=S)NC(=O)c2ccc(Cl)cc2)c1	5	3
COc1cccc(CNc2nc(NC(C)C)nc3ccsc23)c1OC	1	3
CCN(CC)CCn1c(N)c(S(=O)(=O)c2ccccc2)c2nc3ccccc3nc21	5	141
Cc1cccc2cc(COC(=O)C3CCCO3)c(=O)[nH]c12 (configuration not stated)	-14	16
CCOC(=O)C1=C(C)NC(=O)NC1c1ccc(OCC(=O)N2CCCCC2)cc1 (configuration not stated)	-1	7
CC(C)[C@H]1COCCS(=O)(=O)N1Cc1ccc(Cl)cc1	30	-2
CC(C)Nc1ncnc2c1ncn2[C@H]1CN(Cc2ccncc2)C[C@@H](CO)O1	3	-11

Arranged by length of the SMILES (smallest number first): part of the list above.
SMILES	H9c2 TAG inh	H9c2 TAG inh DAPI viability
COC(=O)CNC(=O)C(C)(C)Oc1ccc(Cl)cc1	-16	3
COc1cccc(CNc2nc(NC(C)C)nc3ccsc23)c1OC	1	3
Cc1cccc2cc(COC(=O)C3CCCO3)c(=O)[nH]c12 (configuration not stated)	-14	16
CC(C)[C@H]1COCCS(=O)(=O)N1Cc1ccc(Cl)cc1	30	-2
CC(C)C(=O)Nc1cccc(NC(=S)NC(=O)c2ccc(Cl)cc2)c1	5	3
Cn1nc(C(=O)NCC(=O)Nc2ccc(F)c(F)c2F)c2ccccc2c1=O	-3	4

Going on with the list:
SMILES	H9c2 TAG inh	H9c2 TAG inh DAPI viability
NC(N)=N/N=C/c1ccc2cccc(OCc3ccccc3)c2n1	32	13
CCCCNc1nc2ccccc2[nH]1	-13	-3
Fc1cccc(Cl)c1CSc1ncn[nH]1	-4	10
C[C@@H]1CN([C@@H](C)CO)C(=O)CCCn2nncc2CO[C@@H]1CN(C)C(=O)c1ccc2ccn(C)c2c1	10	-4
O=C(NCCCN1CCCC1=O)C(=O)Nc1cccc(F)c1	-4	-2
CCCNS(=O)(=O)c1ccc(OCC(=O)NCc2ccc3c(c2)OCO3)cc1	0	9
Cc1ccc(NC(=O)Cn2c(=O)cnc3ccccc32)cc1S(=O)(=O)N1CCOCC1	-4	-7
C=CCn1c(SCC(=O)NC(=O)c2cccc([N+](=O)[O-])c2)nnc1-c1ccccc1F	1	156
CCOC(=O)C(=O)N(C)c1c(CC)nc2c(OCc3cc(Cl)cc(Cl)c3)cccn12	9	-16
O=C(CCN1CCCCCC1)Nc1ccc2c(c1)OCCO2	-25	4
CC(C)(CO)NS(=O)(=O)c1ccc2c(c1)C(=O)c1cc(S(=O)(=O)NC(C)(C)CO)ccc1-2	11	-7
CCCS(=O)(=O)NC(=O)C1(C)CCCN(C(=O)c2ccc(F)cc2Cl)C1 (configuration not stated)	-13	1
CCc1nnc2n1N=C(c1ccc(-c3cc(Cl)ccc3Cl)o1)CS2	11	10
CCOC(=O)c1cn2nc(Oc3ccc(C)cc3)ccc2n1	1	1
O=C(Cn1cc(C(F)(F)F)cc(Cl)c1=O)NCC1COc2ccccc2O1 (configuration not stated)	-25	1
O=S(=O)(NCC(c1ccco1)N1CCCCC1)c1ccccc1C(F)(F)F (configuration not stated)	-16	7
Fc1ccc(C2CC(c3ccc(F)cc3)n3ncnc3N2)cc1 (configuration not stated)	-1	-14
CNC(=O)COC(=O)c1ccccc1NC(=O)c1ccco1	2	4
COCCn1c(-c2ccc(C)cc2)nc2oc3cc(OC)ccc3c(=O)c2c1=O	-1	1
CNC(=O)c1c(NC(=O)C2=COCCO2)sc2c1CCCC2	6	-4
O=C(NCCO)Nc1ccc2nsnc2c1	2	-6
CSCCC1NC(=O)N(CC(=O)Nc2c(C(C)C)cccc2C(C)C)C1=O (configuration not stated)	9	3
COC(=O)N(C)c1ccccc1C(=O)N1CCOCC1	-6	-7
CC(C)(C)NC(=O)C(=O)NN=C1CCCCCCCCCCC1	-4	9
CCN(CC)S(=O)(=O)c1ccc2nc(NC(=O)c3ccco3)sc2c1	9	15
O=C(CSc1nc(=O)n2ccccc2n1)NC1CCCCC1	11	-6
COc1ccc(CCCc2nnc(SCC(=O)N/N=C\c3ccc(O)c(OC)c3)o2)cc1C	-25	3
CCN1N=C(c2ccccc2)CCC1=O	6	13
COc1ccccc1CN1CCNC(=O)C1CC(=O)NCC1CCOCC1 (configuration not stated)	11	1
N#CCc1ccc(OC(=O)c2cccnc2Cl)cc1	10	-4
COc1ccc(CNC(=O)C(C)OC(=O)CCN2C(=O)C3CC=CCC3C2=O)cc1 (configuration not stated)	-6	3
Cc1sc2nc(C)n(/N=C/N(C)C)c(=O)c2c1C	4	-1
COc1ccc(-n2c(=O)[nH]cc(C(=O)N3CCCc4ccccc43)c2=O)cc1	10	-11
CCOC(=O)C1(CCOC)CCN(Cc2nc(C(C)C)cs2)CC1	-2	5
O=C(Nc1cccc2ccccc12)/C(=C/c1ccc([N+](=O)[O-])cc1)NC(=O)c1ccccc1	10	-10
CC(C)Cn1c(N)c(C(=O)CSc2n[nH]c(N)n2)c(=O)n(C)c1=O	15	-3
CCSc1nnc(N(CCC(=O)O)CCC(=O)O)s1	8	-1
COc1ccc(NC(=O)CCC(=O)N(Cc2ccc(OC)c(OC)c2)c2nccs2)c(OC)c1	11	21
Cc1ccc(CSCC(=O)Nc2ccccc2F)cc1	-7	1
CCCc1ccc(-c2c(C)sc(NC(=O)c3ccnn3C)c2C#N)cc1	-16	10

Given with each value named: part of the list above
> CC(C)Nc1ncnc2c1ncn2[C@H]1CN(Cc2ccncc2)C[C@@H](CO)O1
  H9c2 TAG inh: 3
  H9c2 TAG inh DAPI viability: -11
> NC(N)=N/N=C/c1ccc2cccc(OCc3ccccc3)c2n1
  H9c2 TAG inh: 32
  H9c2 TAG inh DAPI viability: 13
> CCCCNc1nc2ccccc2[nH]1
  H9c2 TAG inh: -13
  H9c2 TAG inh DAPI viability: -3
> Fc1cccc(Cl)c1CSc1ncn[nH]1
  H9c2 TAG inh: -4
  H9c2 TAG inh DAPI viability: 10

More records:
SMILES	H9c2 TAG inh	H9c2 TAG inh DAPI viability
CCc1cccc(C)c1NC(=O)COC(=O)CSCc1ccccc1	-7	2
Cc1c(C(=O)O)cccc1-n1c(C)cc(C=O)c1C	2	-18
CN1C(=O)[C@H]2[C@@H](c3ccccc3)N[C@]3(CCCN(Cc4ccc(F)cc4)C3=O)[C@H]2C1=O	-1	-8
CC(=O)NCCNC(=O)C1(C)Cc2c(-c3ccc(NC(C)=O)cc3)ccnc2O1 (configuration not stated)	-16	0
